Tb PGK inh: qHTS Assay to Find Inhibitors of Phosphoglycerate Kinase; PGK/GAPDH coupled, Kinase-Glo luminescence, 60 min; Potency, µM (top dose mostly 57.5 µM), without a hit: top-dose activity change, negative = inhibition, most hits filed as inhibitors; 380,000 compounds, 0.043% hits; AID 602233, 2012; also: % is scaled to controls: 0 for no effect and ±100 for the full control effect; nearly all actives have a fitted effect of over 60% in size
Target sequence (P07378 whole entry, looked up): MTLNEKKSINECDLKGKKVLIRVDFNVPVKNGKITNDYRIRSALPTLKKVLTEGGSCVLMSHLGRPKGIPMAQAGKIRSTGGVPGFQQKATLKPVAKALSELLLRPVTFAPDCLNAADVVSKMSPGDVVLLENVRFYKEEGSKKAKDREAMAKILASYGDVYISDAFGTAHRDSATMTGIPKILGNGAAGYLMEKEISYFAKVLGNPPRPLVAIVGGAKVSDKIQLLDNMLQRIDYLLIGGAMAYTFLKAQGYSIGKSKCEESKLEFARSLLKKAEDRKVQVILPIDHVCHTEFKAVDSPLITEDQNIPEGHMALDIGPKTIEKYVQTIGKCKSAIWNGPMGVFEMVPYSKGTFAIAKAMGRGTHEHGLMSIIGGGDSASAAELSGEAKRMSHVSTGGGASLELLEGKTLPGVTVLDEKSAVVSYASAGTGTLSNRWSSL
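Luminescent ATP detection (Kinase-Glo Plus) follows a 60-minute room-temperature incubation, with wells lacking PGK as controls. Buffer: 100 mM TEA (pH 7.6), 5 mM MgCl2, 0.01% Tween-20. Coupling enzyme GAPDH (100 nM final) supplies unstable 1,3-BPG in-well.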
TrxR1 inh: qHTS Assay for Inhibitors of Mammalian Selenoprotein Thioredoxin Reductase 1 (TrxR1): qHTS; Thioredoxin reductase 1, cytoplasmic (Rattus norvegicus), O89049; recombinant rTrxR1, NADPH fluorescence consumption, selenite substrate; Potency, µM (series often up to 114 µM), inactives show at the top dose activity change, negative = inhibition, most hits filed as inhibitors; 390,000 compounds, 1% hits; AID 588453, 2011; also: % is scaled to controls: 0 for no effect and ±100 for the full control effect; nearly all actives have a fitted effect of over 65% in size
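Rat TrxR1 (90 nM in the dispensed reagent) was pre-reduced with 400 uM NADPH for 5 min at room temperature, then incubated with compound for 15 min. After 400 uM selenite was added, NADPH fluorescence (Ex 340/Em 450 nm) was followed for 8 min.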
JMJD2A Tudor inh: qHTS Assay for Inhibitors of JMJD2A-Tudor Domain; 390,000 compounds, 4.4% hits; AID 504339, 2011; Lysine-specific demethylase 4A (Homo sapiens), O75164; Potency, µM (titrated, usually from 114 µM), for inactives: at the top dose activity change, negative = inhibition, actives largely listed as inhibitors; AlphaScreen JMJD2A-Tudor / H3K4me3 peptide binding; also: % is scaled to controls: 0 for no effect and ±100 for the full control effect; nearly all actives have a fitted effect of over 50% in size
ALOX12 inh: Primary qHTS assay for inhibitors of human arachidonate 12S-lipoxygenase (ALOX12): Round 2; Polyunsaturated fatty acid lipoxygenase ALOX12 (Homo sapiens), P18054; purified 12hLO, xylenol orange hydroperoxide absorbance; Potency, µM (top dose mostly 108 µM), without a hit: at the highest dose activity change, negative = inhibition, actives largely listed as inhibitors; 580,000 compounds, 1.1% hits; AID 1671190, 2021; also: % is scaled to controls: 0 for no effect and ±100 for the full control effect
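Hydroperoxide product was detected by ferrous iron/xylenol orange as the 573 to 405 nm absorbance ratio. Arachidonic acid at 40 uM (final) was turned over for 30 min at room temperature by 150 nM human 12hLO, pH 7.0 Hepes buffer, after 15 min compound preincubation.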
Pin1 inh: qHTS Assay to Find Inhibitors of Pin1; Peptidyl-prolyl cis-trans isomerase NIMA-interacting 1 (Homo sapiens), Q13526; Pin1 FP peptide displacement, HiFluor488, 10 min; Potency, µM (series often up to 115 µM), for inactives: top-dose activity, negative = inhibition, usual class: inhibitors; 390,000 compounds, 0.009% hits; AID 504891, 2011; active = well fitted inhibition curve with a large enough effect in the polarisation, with a control signal flat, not every such curve was filed as active; inconclusive = small, poorly fitted or top-dose-only effect, or effect the other way, or a change in a side signal; inactive = no such curve, though single readings can be large or run the other way; the % refers to the polarisation; also: % is scaled to controls: 0 for no effect and ±100 for the full control effect
Target sequence (Q13526 whole entry, looked up): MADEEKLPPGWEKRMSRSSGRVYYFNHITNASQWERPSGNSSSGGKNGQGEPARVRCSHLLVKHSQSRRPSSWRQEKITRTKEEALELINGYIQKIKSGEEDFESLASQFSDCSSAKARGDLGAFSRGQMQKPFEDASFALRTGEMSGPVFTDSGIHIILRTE
GLS inh: qHTS for Inhibitors of Glutaminase (GLS). Glutaminase kidney isoform, mitochondrial (Homo sapiens), O94925. GLS enzymatic activity, qHTS titration. Potency, µM (doses to about 45.5 µM), without a hit: at the top dose activity change, negative = inhibition, hits mostly inhibitors. 410,000 compounds, 0.21% hits; also: % is scaled to controls: 0 for no effect and ±100 for the full control effect
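hKGA in 45 mM KH2PO4 (pH 8.2), 0.02% Tween-20 with compound, then 1mM L-Glutamine (stock as added) plus glutamate oxidase/HRP/Amplex red coupling mix. Fluorescence read initially and after 30 min at RT; signal change reflects glutamate formation.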
RGS4 inhibitor: Inhibitors of Regulator of G Protein Signaling (RGS) 4: qHTS; Regulator of G-protein signaling 4 (Homo sapiens), P49798; Transcreener GDP fluorescence polarization, RGS4-accelerated GTP hydrolysis; Potency, µM (top dose mostly 114 µM), without a hit: at the top dose activity change, negative = inhibition, hits mostly inhibitors; 390,000 compounds, 0.039% hits; also: % is scaled to controls: 0 for no effect and ±100 for the full control effect; nearly all actives have a fitted effect of over 75% in size; some results filed as inactive show a strong effect at the top dose
Target sequence (P49798 whole entry, looked up): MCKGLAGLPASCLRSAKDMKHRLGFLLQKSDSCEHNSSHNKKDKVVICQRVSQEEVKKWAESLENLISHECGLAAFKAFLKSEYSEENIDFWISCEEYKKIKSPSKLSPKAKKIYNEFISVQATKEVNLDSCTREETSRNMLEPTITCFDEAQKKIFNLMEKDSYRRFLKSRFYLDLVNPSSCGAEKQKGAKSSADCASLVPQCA
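MLSMR compounds (23 nl, pin-transferred) preincubated 10 min at room temperature with a 500nM (2x) first reagent, then RGS4 at 900nM (2x) plus Transcreener GDP mix added; fluorescence polarization (620/688 nm) read before and after 90 min at 30 °C.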
HP1b binding inh: HTS for Inhibitors of HP1-beta Chromodomain Interactions with Methylated Histone Tails | Chromobox protein homolog 1 (Homo sapiens), P83916 | 390,000 compounds, 0.56% hits | AlphaScreen HP1-beta / biotin-H3K9me3 peptide binding | Potency, µM (highest dose often 114 µM), inactives show at the top dose activity change, negative = inhibition, most hits filed as inhibitors; also: nearly all actives have a fitted effect of over 70% in size; inactives centre near 23
Target sequence (P83916 whole entry, looked up): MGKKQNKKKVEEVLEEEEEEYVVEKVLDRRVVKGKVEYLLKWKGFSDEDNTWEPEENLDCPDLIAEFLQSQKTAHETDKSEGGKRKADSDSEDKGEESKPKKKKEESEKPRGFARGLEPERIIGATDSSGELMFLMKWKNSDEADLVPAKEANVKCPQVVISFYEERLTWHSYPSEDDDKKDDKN
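AlphaScreen: HP1-beta (50 nM) preformed 30 min with biotin-H3(1-18)K9me3 peptide (50 nM) in PBS pH 7.4, 0.01% Tween-20. Compound added for 30 min at RT, then streptavidin donor/nickel chelate acceptor beads (10 ug/mL) for 30 min.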
ERG Ets-DNA blk: qHTS for Small Molecule Inhibitors of the ERG Ets/DNA interaction; AID 624246, 2012; fluorescence polarization, His-ERG Ets domain / labelled DNA; 370,000 compounds, 0.028% hits; Transcriptional regulator ERG (Homo sapiens), P11308; Potency, µM (series often up to 76.9 µM), inactives show at the highest dose FP activity, negative = inhibition, actives largely listed as inhibitors; active = well fitted inhibition curve with a large enough effect in the polarisation, with a control signal flat; inconclusive = small, poorly fitted or top-dose-only effect, or effect the other way, or a change in a side signal; inactive = no such curve, though single readings can be large or run the other way; the % refers to the polarisation;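 also: polarization taken with two DNA probes labelled with fluorescein and Texas red; % of control where 0% means no effect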
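His-tagged ERG Ets domain (1 uM in the protein solution; 300mM KCl, 50mM Tris-HCl, 1mM EDTA, 1mM DTT, pH 7.5) received compound, then a probe mix of 5 nM fluorescein-DNA and 100nM Texas-615-DNA. Fluorescence polarization was read for both dyes.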
Numbers without * were called inactive; i = inactive; ? = inconclusive; . = not tested or not shown; & = joins results of further samples; [ ] = remark or other dose. Unless noted, calls follow the shape of the dose curve; as a rule, active = well fitted curve in the direction sought with a large enough effect; inconclusive = small, poorly fitted or top-dose-only effect, or another doubt; inactive = no such curve, though single readings can be large; an effect the other way counts as inactive or inconclusive. Potency is read from the fitted curve at half-maximal effect. Not all compounds are listed (hit frequency here may not be typical).

Compound	Tb PGK inh	HP1b binding inh	GLS inh	TrxR1 inh	JMJD2A Tudor inh	Pin1 inh	ALOX12 inh	ERG Ets-DNA blk	RGS4 inhibitor
COc1ccc(CSc2nnc(C)n2N)cc1	-13%	12%	9%	8%[57.1 µM]	-10%	0%	-8%	1%	35%
c1ccc(CSc2ncnc3c2cnn3Cc2ccccc2)cc1	i	262%[activator]	2%	7%	109%[activator]	14%	-8%	10%	-8%
CCOC(=O)N1CCN(S(=O)(=O)N2CCCC(C(=O)NCCc3ccc(OCC)c(OCC)c3)C2)CC1 (stereo unspecified)	-8%	19%	-2%	21%	12%	-4%	4%	-1%	-18%
CN1C(=O)SC(Nc2ccccc2C(=O)O)C1=O (stereo unspecified)	-6%	32%	55%[activator]	9%[57.1 µM]	-9%	1%	0%	-1%	-4%
Cc1ccc2oc(=O)n(CCCOc3ccccc3)c2c1	-10%	166%	-2%	4%	44%[activator]	-1%	0%	12%	-9%
COc1cc(C(=O)Nc2nnc(SCC(=O)NCC3CCCO3)s2)cc(OC)c1OC (stereo unspecified)	-3%	42%[activator]	1%	-13%	-8%	-1%	-1%	4%	-9%
CCOc1ccccc1CSc1nc2ccccc2[nH]1	-8%	78%[activator]	-4%	6%[57.1 µM]	7%	-9%	18%	-2%	-34%
COc1ccc(C(=O)COC(=O)c2cc(C)no2)c(OC)c1	-7%	21%	8%	-2%	-24%	?	24%	7%	11%
c1ccc2nc(-c3nccs3)ccc2c1	-8%	56%[activator]	13%	7%	11%	0%	2%	10%	-6%
Cc1cccc(Cn2c(N3CCN(C)CC3)nc3c2c(=O)[nH]c(=O)n3C)c1	-12%	15%	3%	8%[57.1 µM]	-15%	-12%	12%&1%	15%	1%
C/C(CC(=O)Nc1ccc(N(C)C)cc1)=N\NC(=O)C(=O)NCc1ccccc1	i	-12%	55%[activator]	-21%[57.1 µM]	?	-2%	5%	-2%	-25%
O=C(CCSc1ccc(Cl)cc1)NC1CCCCC1	-1%	42%	-7%	-12%	1%	-6%	8%	3%	-18%
COC1CCC2(C)C(=CCC3C4CC(O)CC4(C)CCC32)C1 (stereo unspecified)	-1%	28%	-3%	16%[11.4 µM]	-6%	-5%	8%	0%	-14%
OCC1(Cc2ccccc2C(F)(F)F)CCN(Cc2ccncc2)CC1	13%	33%	0%	7%	3%	4%	5%	-22%	-36%
COc1cc(CN2CCNC(=O)C2CC(=O)NC2CCCC2)cc(OC)c1 (stereo unspecified)	i	25%	10%	?	-14%	-9%	416%[activator]	1%	-14%
Cc1ccc(OCCNC(=O)c2ccc(C)cc2)cc1	i	72%[activator]	-4%	3%	-6%	-1%	-50%	5%	-24%
Cc1cc(=O)[nH]c2c3ccccc3nn12	-7%	40%[activator]	-1%	24%	3%	-8%	-16%	8%	11%
Cc1ccc(/C=N\Nc2cn[nH]c(=O)c2Cl)cc1	-5%	-2%	-9%	14%	-15%	0%	-3%	-14%	9%
Cc1cc(C)n(C(=O)CCCCCC(=O)n2nc(C)cc2C)n1	-6%	58%[activator]	-13%	-14%	47%[activator]	-6%	?	-9%	-18%
Cc1c(C(=O)NN2CCN(C)CC2)cccc1[N+](=O)[O-]	.	16%	1%	14%	-6%	?	1%	2%	-8%
COCC(C)NC(=O)c1ccc(N(C)C)cc1 (stereo unspecified)	-2%	22%	21%	-11%	-17%	1%	-21%	1%	-8%
CN1C(=O)c2ccccc2OC1(C)Cc1ccccc1 (stereo unspecified)	1%	22%	4%	6%	-9%	1%	0%	-1%	12%
Cc1ccc(C)c(S(=O)(=O)NC(C)C(=O)NCc2ccccn2)c1 (stereo unspecified)	-1%	35%	3%	11%[57.1 µM]	-13%	-7%	?	-10%	-4%
CN(C)S(=O)(=O)Oc1ccsc1C(=O)Nc1ccc(Cl)c(Cl)c1	-1%	73%[activator]	-5%	20%[57.1 µM]	37%[activator][57.1 µM]	-1%	-24%	2%	-5%[11.4 µM]

An excerpt from above in order of the HP1b binding inh value, high to low.
smiles	HP1b binding inh
COCC(C)NC(=O)c1ccc(N(C)C)cc1 (stereo unspecified)	22%
Cc1c(C(=O)NN2CCN(C)CC2)cccc1[N+](=O)[O-]	16%
Cc1ccc(/C=N\Nc2cn[nH]c(=O)c2Cl)cc1	-2%

Following part
Compound	Tb PGK inh	HP1b binding inh	GLS inh	TrxR1 inh	JMJD2A Tudor inh	Pin1 inh	ALOX12 inh	ERG Ets-DNA blk	RGS4 inhibitor
CC(C)(C)c1cc(CCC(=O)Nc2ccncc2)cc(C(C)(C)C)c1O	1%	23%	-2%	13%	-9%	6%	0%	12%	10%
Cc1ccc(CN(C(=O)c2c(F)cccc2F)C2CC(C)(C)NC(C)(C)C2)o1	-1%	0%	-1%	9%	-18%	3%	2%	-3%	27%
COCCNC(=O)c1ccc2c(=O)n(Cc3ccco3)c(SCC(=O)NC3CCCC3)nc2c1	-3%	42%[activator]	6%	-1%	-15%	-4%	-1%	-4%	10%
Cc1ccc2cccc(OC(=O)/C=C\c3ccccc3)c2n1	-1%	21%	2%	18%	20µM*	0%	-16%	10%	-15%
Cc1ccc(S(N)(=O)=O)cc1NC(=O)C(c1ccccc1)c1ccccc1	-14%	32%	-14%	12%	-17%	-6%	0%	-17%	-8%
CC1(C)CC2CC(C)(CN2C(=O)c2cccs2)C1 (stereo unspecified)	-1%	5%	-1%	24%[57.1 µM]	-9%	5%	0%	8%	50%
CC(C)OC(=O)C1C(=O)CC(C)(O)C(C(=O)OC(C)C)C1c1cccnc1 (stereo unspecified)	6%	21%	2%	11%	-28%	-3%	-2%	8%	-21%
COc1ccc2c(c1)c1c(c(=O)n(-c3ccccc3)c(=O)n1CC(=O)Nc1ccc(F)cc1)n2C	2%	24%	-1%	9%	4%	7%	?	0%	20%
COc1ccc(NC(=S)NCc2cccn2C)cc1	i	-21%	-9%	0%	-31%	-7%	-3%	13%	-3%
CCOc1ccccc1C(=O)NCC(=O)OCC(=O)NCCc1ccc(S(N)(=O)=O)cc1	-3%	57%[activator]	12%	12%[57.1 µM]	-8%	1%	?	-2%	-21%
COC(=O)c1ccc(C(c2c(N)n(CC(C)C)c(=O)[nH]c2=O)N2CCN(c3ccccc3)CC2)cc1 (stereo unspecified)	1%	17%	24%	?	-22%	1%	3%	-6%	-2%
CCCCn1nnnc1SCC(=O)NNC(=O)c1ccco1	-9%	68%[activator]	-15%	7%[57.1 µM]	-13%	0%	0%	9%	-17%
CC1Sc2ccc(S(=O)(=O)NCc3ccccc3)cc2NC1=O (stereo unspecified)	-6%	23%	3%	28%	-20%	-10%	-19%	-1%	30%[56.9 µM]
CCOC(=O)CSc1nnc(CCCCCN2C(=O)c3cccc4cccc(c34)C2=O)o1	.	46%[activator]	4%	45%[activator]	-26%	-2%	16%	-7%	3%
CCOC(=O)N1CCN(C(=O)c2sc3nc(-c4ccc(F)cc4)cn3c2C)CC1	i	23%	-1%	-2%	-17%	-2%	-4%	1%	2%
COc1ccc(C(=O)c2ccc(Cl)cc2)c(OC)c1OC	-8%	72%[activator]	-18%	14%[57.1 µM]	29%	-1%	-9%	-3%	-25%
S=c1[nH]nc(COc2ccccc2)n1/N=C/c1ccco1	1%	-14%	3%	2%	18µM*	-6%	?	-5%	-21%
C/C(CC(=O)Nc1ccccc1C#N)=N\NC(=O)c1ccncc1	3%	45%[activator]	-1%	-8%	0%	6%	9%	4%	2%
CCN1C(=O)/C(=C/C2=Cc3ccccc3OC2C)SC1=S (stereo unspecified)	-5%	?	-8%	9%[57.1 µM]	?	?	29%	1%	-17%
COc1ccc(NC2=C(C(C)=O)C(c3ccccc3)C(C(C)=O)C(C)(O)C2)cc1 (stereo unspecified)	-3%	12%	11%	7%	-25%	0%	-13%	1%	6%
O=C(Nc1cc(Cl)ccc1N1CCOCC1)c1cccnc1	-4%	21%	-9%	13%	-4%	-9%	-4%	16%	6%

Assay outcomes from PubChem BioAssay.
